EPAC2 agonist: EPAC2 (human) agonism; Q8WZA2; EPAC2 activation, biochemical qHTS; response scale: 100% = 6.5 mM cAMP response; Potency, µM (titrated, usually from 154 µM), for the others: at the top dose activation, most hits filed as activators; actives 0.079% (n = 360,000); AID 720711; also: potency is read from the fitted curve at half-maximal effect; nearly all actives have a fitted effect of over 50% in size
Target sequence (Q8WZA2 whole entry, looked up): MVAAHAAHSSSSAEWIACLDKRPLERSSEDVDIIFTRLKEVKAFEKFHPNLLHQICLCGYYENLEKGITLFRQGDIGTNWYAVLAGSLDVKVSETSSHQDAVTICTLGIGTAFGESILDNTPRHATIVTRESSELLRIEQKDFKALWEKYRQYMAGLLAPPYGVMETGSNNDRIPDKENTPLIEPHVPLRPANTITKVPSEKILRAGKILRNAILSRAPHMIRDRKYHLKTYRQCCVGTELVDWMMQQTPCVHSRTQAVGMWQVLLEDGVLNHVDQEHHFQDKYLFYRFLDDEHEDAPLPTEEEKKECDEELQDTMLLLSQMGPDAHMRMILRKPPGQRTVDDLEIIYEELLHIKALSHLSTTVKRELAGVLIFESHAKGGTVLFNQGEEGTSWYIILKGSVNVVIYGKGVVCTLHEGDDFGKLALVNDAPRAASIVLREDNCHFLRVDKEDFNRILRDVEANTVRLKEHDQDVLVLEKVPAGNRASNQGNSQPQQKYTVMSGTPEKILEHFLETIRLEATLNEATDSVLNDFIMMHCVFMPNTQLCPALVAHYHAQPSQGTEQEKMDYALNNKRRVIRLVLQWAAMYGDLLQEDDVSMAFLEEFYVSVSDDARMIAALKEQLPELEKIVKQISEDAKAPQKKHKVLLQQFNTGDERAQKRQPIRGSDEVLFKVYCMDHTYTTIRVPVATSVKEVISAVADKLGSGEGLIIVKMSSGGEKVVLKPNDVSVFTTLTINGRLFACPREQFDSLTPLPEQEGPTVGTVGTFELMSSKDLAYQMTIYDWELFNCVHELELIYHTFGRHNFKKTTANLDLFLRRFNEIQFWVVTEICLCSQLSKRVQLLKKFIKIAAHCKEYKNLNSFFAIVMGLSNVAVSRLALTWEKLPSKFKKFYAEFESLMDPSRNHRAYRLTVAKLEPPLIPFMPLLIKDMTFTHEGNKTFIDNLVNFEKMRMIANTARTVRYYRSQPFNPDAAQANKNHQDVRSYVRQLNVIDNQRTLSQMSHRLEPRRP
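EPAC2 (100 nM) mixed with Rap1B loaded with BODIPY-GDP (250 nM) plus 50 uM unlabeled GDP; compounds pinned in, 5 min RT, then read every 5 min for 30 min (ex 480, em 540 nm). Normalized to cAMP control.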
A549 tox: counter-screen for Nrf2 inhibitors: cytotoxicity in A549 cells; actives 0.16% (n = 390,000); A549 ARE-Fluc cells, CellTiter-Fluor viability, 18-24 h; Potency, µM (doses to about 46 µM), inactives show top-dose activity change, negative = cytotoxicity, most hits filed as inhibitors; AID 504648; also: potency is read from the fitted curve at half-maximal effect; % is scaled to controls: 0 for no effect and ±100 for the full control effect
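Cytotoxicity counterscreen: CellTiter-Fluor fluorescence was measured in A549 ARE_Fluc cells after 18-24 h of compound exposure in a concentration series. The subsequent BugLite luminescent read reports ARE-luciferase activity.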
MmCpn inh: M. maripaludis TRiC chaperonin inhibition | purified Mm-Cpn ATPase, ADP Transcreener TR-FRET | Potency, µM (top dose mostly 76.9 µM), inactives show at the top dose activity, negative = inhibition, hits mostly inhibitors | actives 0.031% (n = 330,000); also: potency is read from the fitted curve at half-maximal effect; % is scaled to controls: 0 for no effect and ±100 for the full control effect; nearly all actives have a fitted effect of over 80% in size
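Purified archaeal chaperonin (25 nM final) was preincubated with compound for 10 min at 37°C, then ATP (10 uM final) was added for 30 min at 37°C in Tris pH 7.4/KCl/MgCl2/DTT buffer. ADP was quantified by HTRF Transcreener TR-FRET.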
Nrf2 ARE act: activates Nrf2 signaling; AREc32 ARE-luciferase reporter (MCF7-derived line), luminescence, 24 h; Potency, µM (titrated, usually from 46.1 µM), inactives show at the highest dose activation, actives largely listed as activators; actives 0.31% (n = 410,000); AID 624171; also: potency is read from the fitted curve at half-maximal effect; % of control where 0% means no effect; nearly all actives have a fitted effect of over 65% in size
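Luciferase luminescence (Steady-Glo, 30 min at room temperature) served as the read-out of ARE activation in AREc32 cells treated with compounds for 24 hr at 37 deg C.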
Akt phos inh: blocks phosphorylation of Akt | Neuro2A IGF-stimulated pAkt S473 HTRF, 20 min; hits give low values | activity change, % for hits at 50 µM | actives 0.32% (n = 360,000); in the data active = activity change below about -80%; inconclusive = mostly about -51% to -80%; also: % is scaled to controls: 0 for no effect and ±100 for the full control effect
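Neuro2A cells (4,500/well, DMEM with 0.5% FBS) were treated with compound at a single 50 µM final concentration, stimulated with 6 nM IGF for 20 min at 37 °C, and lysed. Phospho-Akt Ser473 was read by HTRF as 665/615 ratio ×10^4.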
Nrf2 block: blocks Nrf2 signaling; actives 2.1% (n = 360,000); A549 ARE-Fluc reporter, luciferase luminescence, 18-24 h; Potency, µM (series often up to 46 µM), for inactives: at the highest dose activity change, negative = inhibition, most hits filed as inhibitors; also: potency is read from the fitted curve at half-maximal effect; % is scaled to controls: 0 for no effect and ±100 for the full control effect; nearly all actives have a fitted effect of over 60% in size
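Two sequential reads on A549 ARE_Fluc cells exposed to compound for 18-24 h: a CellTiter-Fluor fluorescence read for viability, then a luciferase luminescence read for Nrf2/ARE activity.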
EPAC2 antagonist: antagonists of human EPAC2; Q8WZA2; EPAC2 GEF exchange of Rap1B-BODIPY-GDP, fluorescence; Potency, µM (titrated, usually from 114 µM), inactives show at the highest dose activity, negative = inhibition, actives largely listed as inhibitors; actives 0.18% (n = 360,000); also: potency is read from the fitted curve at half-maximal effect; % is scaled to controls: 0 for no effect and ±100 for the full control effect; nearly all actives have a fitted effect of over 45% in size; many of its hits are not listed in these tables
CCT chaperon mod: cytosolic chaperonin activity modulation; actives 0.3% (n = 360,000); activity change, % (test concentration not listed), hits read low; purified chaperonin ATPase assay, HTRF ADP detection, 30 min; AID 651819; in the data active = activity change below about -30%; also: % is scaled to controls: 0 for no effect and ±100 for the full control effect
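TRiC at 40 or 20 nM final (batch-dependent) in 30 mM Tris pH 7.4, 100 mM KCl, 5 mM MgCl2, 1 mM DTT, with compound at single 76 uM and 10 uM ATP, 30 min at 37 deg C. ADP detected by HTRF Transcreener, 665/615 ratio.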
TGFb SMAD3 inh: inhibitors of TGF-b signaling. AID 588855. Potency, µM (series often up to 46.1 µM), without a hit: at the highest dose activity, negative = inhibition, most hits filed as inhibitors. HepG2 CAGA-GFP TGF-b/SMAD3 reporter, GFP fluorescence, 18 h; TGF-beta stimulated, 500 pg/mL final. actives 1.2% (n = 410,000); also: potency is read from the fitted curve at half-maximal effect; % is scaled to controls: 0 for no effect and ±100 for the full control effect; nearly all actives have a fitted effect of over 65% in size
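Using HEPG2 CAGA-GFP reporter cells at 1000 cells/well, we pinned test compounds, stimulated with recombinant TGF-beta (500 pg/mL final) and measured total well GFP after 18 h.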
Active calls of the source: *; i = inactive; ? = inconclusive; . = no result given; & = joins results of further samples; [ ] = remark or other dose. Unless noted, calls follow the shape of the dose curve; as a rule, active = well fitted curve in the direction sought with a large enough effect; inconclusive = small, poorly fitted or top-dose-only effect, or another doubt; inactive = no such curve, though single readings can be large; an effect the other way counts as inactive or inconclusive.

compound	EPAC2 agonist	A549 tox	MmCpn inh	Nrf2 ARE act	Akt phos inh	Nrf2 block	EPAC2 antagonist	CCT chaperon mod	TGFb SMAD3 inh
N#CCC(CNc1ncc(C(F)(F)F)cc1Cl)OC(=O)c1ccc(Cl)cc1Cl (stereo not given)	-7%	-15%	0%	7.6%	i	?	-17%	0.3	-8%
CC(C)COc1nc2c(c(=O)n(C)c(=O)n2C)n1C	9%	0%	-5%	2.3%	i	-19%	-4%	0.6	9%
Cc1ccc(NCCC(=O)c2ccc(Cl)c(Cl)c2)cc1	7%	-7%	-2%	8.9%	i	-14%	3%	-1.5	-1%
Cc1ccccc1-n1c(SCC(N)=O)nc2sc(-c3ccccc3)cc2c1=O	-10%	1%	-3%	8.7%	i	-7%	5%[57.1 µM]	-1.0	10%
CC(C)(C)C1CCC2(CC1)Nc1cccc3cccc(c13)N2	-24%	1%	-3%	2.0%	i	7%	-3%	-0.2	19%
CCOc1cc(/C=N/NC(=O)CN2CCCCC2)ccc1OCc1ccc(Cl)cc1	-5%	-4%	1%	2.2%	i	2%	-8%	-1.2	1%
Cn1c(-c2cccs2)nc2ccccc21	8%	2%	0%	4.0%	i	?	1%	-6.0	-17%
Cc1cc(=O)[nH]c(N/N=C/c2c(C)nn(-c3ccccc3Cl)c2Cl)n1	-10%	-5%	1%	2.6%	i	6%	2%	0.0	4%
Cc1ccc(Cn2cc(CN3CC(N4CCN(CCN(C)C)CC4)CS3(=O)=O)nn2)cc1 (stereo not given)	6%	.	.	-1.5%	i	.	9%	-0.8	.
CSc1ccccc1C(=O)NC1CCCCC1	3%	-4%	2%	-0.2%	i	11%	4%	-2.1	-7%
CC(=O)c1c(C)[nH]c(C(=O)OCC(=O)C(C)(C)C)c1C	-2%	0%[1.84 µM]	1%	2.9%	i	6%	-4%	-3.5	1%
CN(C)C(CNC(=O)C1CCN(C(=O)/C=C/c2ccccc2)CC1)c1ccccc1 (stereo not given)	10%	?	0%	0.7%	i	22%	3%	-1.1	-20%
CC(C)c1ccc(C(=O)N/N=C/c2cccc(Cl)c2Cl)cc1	0%	-10%	0%	0.7%	i	2%	-5%	-1.2	3%
COc1ccc2c(c1OC)C(=O)OC2C/C(=N\NC(N)=O)c1ccccc1 (stereo not given)	2%	-11%	-5%	-0.3%	i	1%	9%	-1.4	6%
CCn1c(O)c(/C=N/N=C2CCCC2)c2ccc(C3=NNC(=O)CC3)cc21	-22%	0%	-1%	5.7%	i	12%	31%[activator]	2.0	0%
Cc1ccc(S(=O)(=O)NCCC2=CCCCC2)cc1	4%	1%	-3%	0.4%	i	0%	-12%	-2.3	-27%
COc1cc(OC)cc(C(=O)Nc2cccc(C(C)=O)c2)c1	9%	6%	?	5.9%	i	6%	-2%	-0.2	3%
CC(NS(=O)(=O)c1ccc(Cl)cc1)C(=O)NCc1ccco1 (stereo not given)	3%	-3%	-2%	3.3%	i	11%	-9%	0.5	-32%
CCN1CCN(C(=O)c2ccc(CSc3ccc(C)cc3)cc2)CC1	4%	-1%	1%	0.3%	i	?	0%	-3.9	-21%
O=C(NCCCn1ccnc1)c1cccc(Br)c1	23%	-5%	0%	-0.5%	i	5%	2%	-0.8	3%
COc1cccc(C2CC(=O)NC(SC)=C2C#N)c1 (stereo not given)	-1%	11%	0%	-0.5%	i	6%	-4%	0.1	8%
COc1ccccc1N1CCN(c2c(CN3CCCC3)c(=O)oc3ccccc23)CC1	.	-3%	.	7.9%	.	8%	.	.	-20%
Cc1cc(C)n2cc(CSc3nnnn3C)nc2n1	39%	-2%	0%	0.0%	i	-2%	1%[57.1 µM]	0.3	13%
CCOc1cc(CNc2ccc(CNc3ncn[nH]3)cc2)ccc1OCc1ccccc1	16%	-4%	1%	0.7%	i	?	6%	-0.2	?
O=C(CSc1ccc(C(F)(F)F)cc1[N+](=O)[O-])NCCOc1ccccc1	-10%	4%	2%	4.3%	i	7%	-2%	1.4	-15%
Cc1[nH]c2ccccc2c1C1(O)C(=O)N(C(C)C)c2ccccc21 (stereo not given)	12%	-13%	-1%	0.3%	.	-2%	0%	1.0	-4%
O=C(Nc1ccc(O)cc1)c1ccc2c(c1)C(=O)N(Cc1ccccc1)C2=O	-1%	0%	1%	-0.4%	i	4%	7%	-0.3	-16%
COc1ccc(NC(=O)C2Cc3cccc(OC)c3O/C2=N\O)cc1 (stereo not given)	12%	10%	-6%	-0.2%	i	17%	1%	-0.2	0%
N#Cc1nnn(Cc2ccccc2)c1N	5%	-4%	?	-0.5%	i	?	3%	-0.4	-6%
O=c1c(Cl)c(NCc2ccccc2)cnn1C12CC3CC(CC(C3)C1)C2	7%	0%	-1%	0.1%	i	2%	-24%	-3.2	-12%
Cn1c(=O)oc2cc(S(=O)(=O)CCC(=O)N3CCN(c4ccccc4F)CC3)ccc21	-5%	0%&1%	-2%	-0.7%&0.3%	i	-1%&7%	-9%	2.1	-1%&-6%
Cc1cc(C)cc(OCC(=O)N2Cc3ccccc3CC2C(=O)O)c1 (stereo not given)	-1%	2%	-2%	-0.1%	i	6%	28%	1.0	?
COc1ccccc1-c1noc(CSc2nnc(Cc3ccccc3)n2-c2ccc(C)c(C)c2)n1	.	?	.	-2.7%	.	23µM*	.	.	?
O=C1NC[C@@H](CCCCN2C[C@H](Cc3ccc(O)cc3)N(CCC3CCCCC3)C(=O)C2=O)N(CCc2ccc(O)cc2)C1=O	5%	.	.	0.0%	i	.	-22%	1.2	.
CC1(C(=O)Nc2ccc(F)c(Cl)c2)Cc2c(-c3ccc(C(N)=O)cc3)ccnc2O1 (stereo not given)	15%	.	.	0.7%	i	.	-14%	-0.9	-21%
COc1ccccc1NC(=O)CSc1nnc2ccc(-c3cccnc3)nn12	13%	4%	-2%	3.2%	i	-11%	5%	-2.8	16%
COc1cccc(-n2c(C)cc(/C=C3/C(=N)N4C(=NC3=O)SN=C4S(C)(=O)=O)c2C)c1	-11%	-19%	-1%	9.0%	i	20%	-20%	-0.9	19%
COc1ccc(OCCSc2nc(-c3ccccc3)cc(=O)[nH]2)cc1	6%	-2%	1%	0.3%	i	-1%	-5%	-0.8	2%
CCNc1oc(-c2cccc3ccccc23)nc1C#N	7%	3%	.	3.3%	i	-18%	3%	0.3	-20%
Cn1cc(CCC(=O)N2CCCC(CCC(=O)NCc3ccccc3F)C2)cn1 (stereo not given)	7%	-8%	1%	-1.6%	i	-4%	-2%	-1.3	-3%
COC(=O)C1C(c2ccc(OC)c(OC)c2)NC(c2ccc(OC)c(OC)c2)C(C(=O)OC)S1(=O)=O (stereo not given)	4%	-1%	1%	-0.6%	i	2%	-4%	-9.8	-23%
NS(=O)(=O)c1ccc(CCNC(=O)COC(=O)CCc2ccccc2)cc1	-2%	-1%	-1%	-0.6%	i	-5%	-7%	1.5	-3%
COc1ccc(S(=O)(=O)NCc2cn3c(C)csc3n2)cc1F	1%	1%	0%	-0.4%	i	11%	-3%	-3.3	-16%
NC(=O)CC(NC(=O)c1ccc(Br)cc1)c1ccc(NC2CCCCCCC2)c([N+](=O)[O-])c1 (stereo not given)	-9%	-23%	3%	-0.8%	i	?	-16%	-1.3	-5%
CSC1=NC(C(Cl)(Cl)Cl)N=C(c2ccccc2)N1 (stereo not given)	-7%	-2%	0%	-0.3%	i	?	1%	-2.1	1%
Cc1cccc(C2CC(c3ccc(Cl)cc3)Nc3nc(N)nn32)c1 (stereo not given)	-1%	0%	0%	-0.8%	i	2%	2%	-1.1	14%
CCOCCCNC(=O)c1ccc2c(c1)ncn2C1CCCC1	10%	-2%	1%	-0.6%	i	?	-1%	-4.7	-8%
CC(/C=C/c1ccccc1F)=N\NC(=O)C(C)C	-6%	-2%	4%	0.3%	i	26%	9%	-0.8	-9%
CCCOc1cccc(C(=O)NCCNC(=O)c2cnccn2)c1	3%	-2%	1%	5.1%	i	-3%	-14%	1.4	21%
O=C(O)c1ccc(COc2ccc3c4c(c(=O)oc3c2)CCC4)o1	3%	2%	-3%	-1.3%	i	?	-14%	1.3	1%

A second format for 2 compounds above.
> COc1ccc(OCCSc2nc(-c3ccccc3)cc(=O)[nH]2)cc1
  EPAC2 agonist: 6%; A549 tox: -2%; MmCpn inh: 1%; Nrf2 ARE act: 0.3%; Akt phos inh: i; Nrf2 block: -1%; EPAC2 antagonist: -5%; CCT chaperon mod: -0.8; TGFb SMAD3 inh: 2%

> CCNc1oc(-c2cccc3ccccc23)nc1C#N
  EPAC2 agonist: 7%; A549 tox: 3%; MmCpn inh: .; Nrf2 ARE act: 3.3%; Akt phos inh: i; Nrf2 block: -18%; EPAC2 antagonist: 3%; CCT chaperon mod: 0.3; TGFb SMAD3 inh: -20%

Later entries:
compound	EPAC2 agonist	A549 tox	MmCpn inh	Nrf2 ARE act	Akt phos inh	Nrf2 block	EPAC2 antagonist	CCT chaperon mod	TGFb SMAD3 inh
COc1ccc(C(=O)OCC(=O)NC(Cc2ccccc2)C(C)=O)cc1S(=O)(=O)N1CCCC1 (stereo not given)	4%	-1%	3%	-0.3%	i	-5%	-1%	1.6	-2%
Cc1ccccc1Cn1nnc(-c2ccc(C(=O)O)cc2)n1	7%	-4%	-1%	-0.8%	i	-12%	-3%	-4.5	18%
Cc1ccc(-c2nsc(SCC(=O)NCc3ccc4c(c3)OCO4)n2)cc1	-13%	-1%	-2%	0.2%	i	6%	13%	0.7	0%
O=C(O)c1c(NC(=O)N(CCO)Cc2ccccc2)sc2c1CCCC2	13%	0%	-4%	0.0%	i	27%	6%	-3.9	1%

High-throughput results deposited in PubChem by National Center for Advancing Translational Sciences (NCATS).

These rows are one share of the data, so the mix of outcomes need not match the whole.
